GLP1R ag = agonists of human GLP-1 receptor; HEK293 GLP-1R CRE-luciferase, luminescence, 4-6 h; cells express a hypersensitive GLP-1R form; Potency, µM (doses to about 45.6 µM), inactives show at the top dose activation, usual class: activators; actives 0.007% (n = 380,000); AID 624172; note: potency is the fitted concentration of half-maximal effect; % of control where 0% means no effect
GLP1R inv ag = acts as inverse agonist at human GLP-1 receptor; P43220; HEK293 GLP-1R CRE-luciferase, luminescence, 24 h; GLP-1R form is constitutively active; Potency, µM (doses to about 38.3 µM), without a hit: top-dose activity change, negative = inhibition, most hits filed as inhibitors; actives 1.6% (n = 410,000); AID 624417; note: potency is the fitted concentration of half-maximal effect; % is set by controls: 0 for no effect and ±100 for the full control effect; nearly all actives have a fitted effect of over 55% in size
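qHTS in 1536-well format: reporter HEK293 cells expressing constitutive GLP-1R activity in DMEM + 10% Nu serum, 24 hr with compounds at 37 deg C, luminescence read after 12 min with detection reagent.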
PLK1 PBD inh = PLK1 (human) polo-box domain binding inhibition; Potency, µM, for the others: max response, negative = inhibition, actives largely listed as inhibitors; actives 2.8% (n = 360,000); AID 720504; P53350; Plk1 PBD binding of FITC phosphopeptide, fluorescence polarization; note: potency is the fitted concentration of half-maximal effect; series mostly up to about 57 µM; % is set by controls: 0 for no effect and ±100 for the full control effect; nearly all actives have a fitted effect of over 65% in size
EPAC1 ag = EPAC1 (human) agonism; actives 0.073% (n = 360,000); Potency, µM (series often up to 154 µM), for inactives: at the top dose activation, usual class: activators; EPAC1 agonist qHTS, biochemical assay; response scale: 100% = response to 6.5 mM cAMP; O95398; AID 720707; note: potency is the fitted concentration of half-maximal effect; nearly all actives have a fitted effect of over 60% in size
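EPAC1 100 nM, Rap1B–BODIPY-GDP 250 nM, unlabeled GDP 50 uM; compound titration; 5 min RT; kinetic read ex480/em540 at 5-min intervals ×30 min; data normalized to 6.5 mM cAMP agonist control.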
IL-2 act = activates IL-2 in a cell-based reporter assay; actives 0.065% (n = 360,000); IL-2 activation reporter assay, cell-based qHTS; stimulated with anti-CD3/CD4/CD28 beads; in transgenic mouse T cells; activation, % (series mostly up to about 46 µM); AID 652025; in the data active = activation above about 50%; inconclusive = mostly about 30% to 49%; note: 0% is about no effect
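Unstimulated transgenic mouse T cells, 750 per well, received compound and, after 60 minutes, anti-CD3/anti-CD4 bead plus anti-CD28 stimulation. EGFP and DsRed were quantified after 18 hours.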
HEK293 tox = cytotoxic in the GLP-1 receptor inverse agonist counter-screen | HEK293 cAMP-luciferase reporter cells, luminescence, 24 h | Potency, µM (doses to about 38.3 µM), inactives show at the highest dose activity change, negative = inhibition, most hits filed as inhibitors | actives 0.13% (n = 410,000) | AID 624418;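 note: loss of luciferase light is scored as toxicity; potency is the fitted concentration of half-maximal effect; % is set by controls: 0 for no effect and ±100 for the full control effect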
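Compound-treated cells are incubated 24 hr at 37 deg C under 5% CO2 after a 12 hour attachment period, then luciferase detection reagent is added and luminescence is measured following 12 min at room temperature; lowered signal indicates toxicity.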
EPAC1 antag = antagonists of human EPAC1 | EPAC1 GEF assay, Rap1b-BODIPY-GDP exchange fluorescence | AID 720709 | Potency, µM (titrated, usually from 115 µM), for the others: at the top dose activity change, negative = inhibition, actives largely listed as inhibitors | actives 0.14% (n = 360,000);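 note: potency is the fitted concentration of half-maximal effect; plate controls were vehicle for no effect and positive control for full effect; nearly all actives have a fitted effect of over 50% in size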
PTHR1 agonist = PTHR1 (human) receptor agonism | Q03431 | HEK293 GP2 PTHR1 cells, GloSensor cAMP luminescence, 1 h | Potency, µM (top dose mostly 115 µM), for inactives: at the highest dose activation, usual class: activators | actives 0.075% (n = 410,000) | AID 743266; note: potency is the fitted concentration of half-maximal effect; nearly all actives have a fitted effect of over 55% in size; some results filed as inactive show a strong effect at the top dose; inactives centre near -15; many of its hits are not listed in these tables
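HEK-293-derived GP2 cells expressing PTHR1 and a GloSensor cAMP reporter, 3,000/well, plated overnight, given luciferin plus IBMX (each 0.5 mM as added) for 1 h at 37 °C, then compound for 1 h at 37 °C. Luminescence was read after 15 min at room temperature.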
PI5P4Ka inh = blocks human PI5P4K alpha kinase activity; P48426; PI5P4Kalpha enzyme, ADP-Glo luminescence, 60 min; hits give low values; max response, %; actives 1.2% (n = 330,000); AID 652105; active = max response of -50% or lower; inconclusive = between -30% and -50%; inactive = -30% or higher; note: value at the top dose of about 77 µM; % is set by controls: 0 for no effect and ±100 for the full control effect
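Compounds were pin-transferred onto PI5P4Kalpha and substrate in HEPES pH 7.4 buffer with EGTA, CHAPS and 5% DMSO. ATP (5 microM final) started the reaction, which ran 60 minutes at room temperature before ADP-Glo detection.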
Active calls of the source: *; i = inactive; ? = inconclusive; · = no result given; & = joins results of further samples; [ ] = dose if it differs, or a comment. Unless noted, calls come from the whole dose curve; as a rule, active = well fitted curve in the direction sought with a large enough effect; inconclusive = small, poorly fitted or top-dose-only effect, or another doubt; inactive = no such curve, though single readings can be large; an effect the other way counts as inactive or inconclusive.

Values run as follows: GLP1R ag | GLP1R inv ag | PLK1 PBD inh | EPAC1 ag | IL-2 act | HEK293 tox | EPAC1 antag | PTHR1 agonist | PI5P4Ka inh
- C[C@H]1CN=C(Nc2ccccc2)N1CCCC1CCCCC1
    -1% | -23% | ? | 10% | -2.7 | -9% | 6% | i | 0
- Cc1cccc(NC2CCCCC2NS(=O)(=O)c2ccccc2)c1 (configuration not stated)
    2% | ? | -10% | 3% | -0.6 | -29% | -8% | -9% | 3
- CN(C)c1ccc(/C=N/OC(=O)Nc2ccccc2)cc1
    16% | ? | -1% | -5% | 0.2 | -16% | -24% | -19% | -4
- Clc1ccc(CNc2ncnc3[nH]ncc23)cc1Cl
    8% | -2% | 4% | 8% | -0.3 | 9% | -1% | i | -4
- O=C(CCCC(=O)NNC(=O)Nc1ccccc1)NNC(=O)Nc1ccccc1
    0% | 3% | -8% | -3% | -0.8 | 8% | 11% | 13% | 6
- CN(C)CCNC(=O)c1ccc2nc([C@@H]3O[C@H](CO)[C@H](O)[C@H](O)[C@H]3O)[nH]c2c1
    0% | 25% | -2% | 17% | 0.2 | 4% | 6% | -22% | 4
- O=C(CN(Cc1ccccc1Cl)C(=O)c1ccc(CN2CCOCC2)o1)NCC1CCCO1 (configuration not stated)
    1% | 11% | 2% | -1% | -1.2 | -13% | 12% | i | -3
- O=[N+]([O-])c1cnc(Nc2ccc(Cl)cn2)c([N+](=O)[O-])c1
    2% | 94%[activator] | -11% | 2% | -1.9 | -8% | -2% | -22% | -1
- CCN(CC(=O)Nc1cc(Cl)ccc1C)C(=O)c1ccc2c(c1)NC(=O)C(C)S2 (configuration not stated)
    -3% | ? | 1% | -3% | -5.6 | -1% | 9% | i | -3
- O=C(c1ccccc1NS(=O)(=O)c1ccc(Br)cc1)N1CCOCC1
    1% | 1% | 1% | 3% | -3.8 | -3% | 12% | i | 1
- Cc1ccc2c(cnn2C(=O)CCC(=O)NCc2cccc(Cl)c2)c1
    1% | -12% | ? | 1% | -3.1 | 9% | 12% | i | -11
- COc1ccc(-c2noc(-c3csc([C@@H]4O[C@H](CO)[C@H](O)[C@H](O)[C@H]4O)n3)n2)cc1OC
    -2% | 16% | 1% | -8% | 1.1 | -3% | 19% | -3% | 2
- Cc1ccc(NC(=O)CCC(=O)NNC(=O)NC23CC4CC(CC(C4)C2)C3)cc1C
    14% | ? | -4% | -10% | -2.9 | -6% | 7% | i | 19
- COc1ccc(S(=O)(=O)N2CCCCC2)cc1NC(=O)CCCOc1ccc(C)cc1
    9% | -24% | -2% | 9% | -4.7 | 6% | 17% | i | -12
- CC(C)(C)c1cc(NS(=O)(=O)c2ccc(Br)s2)no1
    -5% | -18% | 4% | 3% | 2.5 | 8% | 13% | -25% | 1
- CN(C)c1ccc(-c2cccc3nccn23)cc1
    15% | 2% | -10% | 16% | 0.6 | -2% | -17% | i | -9
- CCC(=O)Nc1c(C)cc(C)cc1Cl
    1% | 1% | -9% | 2% | 0.2 | -3% | 30%[activator] | ? | 7
- Brc1ccc(C2=CC(c3ccco3)n3nnnc3N2)cc1 (configuration not stated)
    7% | -10% | 2% | 3% | -2.6 | 24% | -5% | -7% | 5
- Cc1cc(SCc2ccc([N+](=O)[O-])cc2)nc(=O)[nH]1
    -4% | 7% | -27% | 5% | -0.2 | -10% | -23% | -6% | -59*
- COC(=O)c1ccc(Nc2nc(C)cc(C)n2)cc1
    -5% | 33% | -4% | -2% | -2.9 | -9% | 3% | -38% | 2
- CC(C)(C)S(=O)(=O)Cc1nc(-c2ccc(Cl)c(Cl)c2)cs1
    28% | -14% | -6% | 7% | -2.9 | -38% | -20% | -32%[inhibitor] | 14
- C[C@@H]1CN([C@H](C)CO)C(=O)c2cc(NC(=O)Cc3cn(C)c4ccccc34)ccc2O[C@H]1CN(C)C(=O)Nc1ccc2c(c1)OCO2
    -3% | -13% | -10% | -8% | -2.5 | -1% | 2% | i | 0
- O=c1cc(N2CCN(c3ccccc3)CC2)[nH]c(=O)n1C1CCCCC1
    1% | 26% | -8% | 3% | 0.1 | 59%[activator] | -5% | -4%[57.5 µM] | 1
- CCOC(=O)C[N+]1(C)CCN(C(C)=O)CC1
    5% | 5% | -5% | 11% | -1.9 | -2% | -7% | i | 3
- O=C(O)[C@@H]1CCCC[C@@H]1C(=O)N1CCc2ccccc2C1CN1C(=O)c2ccccc2C1=O (some centres not stated)
    -6% | -2% | 1%&0% | -3% | 2.7 | 2% | 5% | -3%[57.5 µM] | 3
- O=C(NCc1ccco1)c1cccn2c(=O)c3sccc3nc12
    -11% | 2% | -1% | -2% | -0.4 | 11% | 2% | i | 1
- Cc1c(C(=O)N2CCCC2)c(S(=O)(=O)N2CCCCC2)c(C)n1C
    -2% | 14% | -11% | -4% | -1.2 | -9% | -35% | -7% | 4
- CC(O)(c1ccc(F)c(F)c1)c1nc(/C=C/c2ccc(C(F)(F)F)cc2)cs1 (configuration not stated)
    -4% | ? | 2% | -16% | -0.6 | -13% | -11% | -23% | 2
- COCCN(C(=O)CCC(=O)Nc1cc(C)on1)C(C(=O)NC1CCCC1)c1ccccc1C (configuration not stated)
    -3% | 1% | 0% | -13% | -3.5 | -19% | 4% | -24% | 0
- CC(=O)N1N=C(c2ccc([N+](=O)[O-])cc2)CC1c1ccccc1Cl (configuration not stated)
    -6% | ? | -15% | 3% | -2.8 | -3% | -18% | -68%[inhibitor] | 0
- COCCN1C(=O)CC(NNC(=O)c2ccc(S(=O)(=O)N3CCCC3)cc2)C1=O (configuration not stated)
    -3% | -9% | -13% | 4% | 1.6 | -1% | 8% | 2% | -8
- CCCCCCCCCC1NC(C(=O)O)Cc2c1[nH]c1ccccc21 (configuration not stated)
    -4% | -2% | -7% | -1% | -2.8 | 5% | 0% | -23% | 0
- COc1ccc(NC(=S)Nc2ccc(S(=O)(=O)N3CCOCC3)cc2)c(OC)c1
    2% | 7% | -21% | 3% | 0.6 | -6% | -8% | -32%[inhibitor] | -13
- C/C(=N\Nc1ccc(S(N)(=O)=O)cc1[N+](=O)[O-])c1ccco1
    15% | 5% | 3% | -8% | 0.5 | ? | 8% | -6% | -8
- NCCCC[C@H](NC(=O)C1CCNCC1)c1nnc([C@@H](N)Cc2ccc(O)cc2)o1
    -4% | 6% | 1% | -1% | -0.6 | -21% | -4% | i | 6
- Cc1cc(C)c2cc(CN(CCN(C)C)C(=O)Nc3ccccc3Cl)c(=O)[nH]c2c1
    -2% | 10µM* | 4% | 10% | -1.4 | -6% | 1% | i | 1
- CCN(CC)S(=O)(=O)c1ccc(NC(=O)c2cc(=O)[nH]c3ccccc23)cc1
    1% | 3% | 3% | -3% | 0.2 | -8% | -5% | i | 4
- COc1ccc(NC(=O)c2cccc(N3C(=O)c4cccc([N+](=O)[O-])c4C3=O)c2)cc1
    -1% | 9% | -14% | 4% | -3.8 | 4% | 0% | -4% | -1
- Cn1cccc1C(=O)OCC(=O)c1cc2ccccc2o1
    -5% | 0% | 3% | 15% | 0.3 | 13% | -9% | -18%[57.5 µM] | ·
- CCCCC(CC)C(=O)Nc1cccc(SC)c1 (configuration not stated)
    1% | ? | -1% | 6% | 0.4 | -22% | -21% | -21% | 0
- CC(C)(C)c1ccc(S(=O)(=O)n2c(CN3CCOCC3)nc3ccccc32)cc1
    2% | 12% | -15% | 12% | -2.6 | 27% | -9% | i | 3
- CCn1cc(C(=O)NC(C)C23CC4CC(CC(C4)C2)C3)cn1 (configuration not stated)
    7% | 6% | -3% | 7% | 0.5 | -4%[1.53 µM] | 14% | -28% | 4
- C/C(=N\Nc1nc(N2CCCCC2)nc(N2CCOCC2)n1)c1ccccc1O
    23% | 2.5µM* | -7% | 18% | -0.8 | -2% | -1% | -14% | 16
- CC1(C)CC(=O)N(CC(=O)NCc2ccccc2)c2ccccc2S1(=O)=O
    4% | 3% | -8% | 6% | 0.3 | 0% | 1% | i | 2
- COc1ccc(C2/C(=C(/O)c3ccccc3)C(=O)C(=O)N2CO)cc1 (configuration not stated)
    -7% | 27% | -6% | 8% | -0.1 | 13% | ? | i | -5
- NC(=O)c1ccsc1NC(=O)COC(=O)CCOc1ccccc1
    8% | -3% | -1% | 2% | 11 | 6% | -13% | -14% | -19
- CCOC(=O)C1C(=O)NC(N2CCOCC2)=NC1C(C)C (configuration not stated)
    1% | -30% | -1% | -4% | 0.4 | 0% | 20% | 3% | 9

Record cards, as listed above. Screens in order: GLP1R ag	GLP1R inv ag	PLK1 PBD inh	EPAC1 ag	IL-2 act	HEK293 tox	EPAC1 antag	PTHR1 agonist	PI5P4Ka inh
Results for Cc1cc(C)c2cc(CN(CCN(C)C)C(=O)Nc3ccccc3Cl)c(=O)[nH]c2c1 : -2%	10µM*	4%	10%	-1.4	-6%	1%	i	1
Results for C/C(=N\Nc1nc(N2CCCCC2)nc(N2CCOCC2)n1)c1ccccc1O : 23%	2.5µM*	-7%	18%	-0.8	-2%	-1%	-14%	16
Results for CCCCC(CC)C(=O)Nc1cccc(SC)c1 (configuration not stated) : 1%	?	-1%	6%	0.4	-22%	-21%	-21%	0
Results for CC1(C)CC(=O)N(CC(=O)NCc2ccccc2)c2ccccc2S1(=O)=O : 4%	3%	-8%	6%	0.3	0%	1%	i	2

Random excerpt: 3 records from the list, in no set order.
Values run as follows: GLP1R ag | GLP1R inv ag | PLK1 PBD inh | EPAC1 ag | IL-2 act | HEK293 tox | EPAC1 antag | PTHR1 agonist | PI5P4Ka inh
- CCn1cc(C(=O)NC(C)C23CC4CC(CC(C4)C2)C3)cn1 (configuration not stated)
    7% | 6% | -3% | 7% | 0.5 | -4%[1.53 µM] | 14% | -28% | 4
- COc1ccc(NC(=O)c2cccc(N3C(=O)c4cccc([N+](=O)[O-])c4C3=O)c2)cc1
    -1% | 9% | -14% | 4% | -3.8 | 4% | 0% | -4% | -1
- COCCN1C(=O)CC(NNC(=O)c2ccc(S(=O)(=O)N3CCCC3)cc2)C1=O (configuration not stated)
    -3% | -9% | -13% | 4% | 1.6 | -1% | 8% | 2% | -8

Not all compounds are listed, so the mix of outcomes need not match the whole.
